CASP6 VEID inh: blocks human caspase-6 cleavage activity; P55212; purified caspase-6, Z-VEID-R110 cleavage fluorescence; inhibition, % at 12.5 µM; 350,000 compounds, 0.53% hits; AID 686996;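 active = mean inhibition across replicates at least about 35%, with every replicate also reaching that limit, limit read from the data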;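 note: 0% = median of neutral control wells and 100% = no fluorescence left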
Target sequence (P55212 24-179 limits assumed): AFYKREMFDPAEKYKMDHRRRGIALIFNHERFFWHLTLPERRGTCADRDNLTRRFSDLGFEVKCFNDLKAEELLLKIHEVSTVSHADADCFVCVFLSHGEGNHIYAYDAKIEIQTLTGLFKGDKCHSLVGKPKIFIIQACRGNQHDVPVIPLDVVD
Target sequence (P55212 194-293 limits assumed): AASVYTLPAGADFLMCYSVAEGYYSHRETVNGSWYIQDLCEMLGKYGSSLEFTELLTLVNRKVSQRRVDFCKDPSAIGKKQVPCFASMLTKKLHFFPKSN
LGR2 inh: blocks bursicon-induced cAMP signaling via Drosophila LGR2; HEK293 LGR2, CRE-luciferase, bursicon-stimulated, 4 h; 380,000 compounds, 0.35% hits; inhibition, % at 9.99 µM;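 active = drop in luminescence signal, shown as inhibition above about 50% in the replicate tests, limit read from the data, passing the limit was not always enough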;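 note: agonist challenge used bursicon conditioned medium at about half maximal strength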
FN deposition inh: fibronectin deposition inhibition. 350,000 compounds, 0.086% hits. AH1F fibroblasts, Alexa488-fibronectin deposition fluorescence, overnight. inhibition, % at 12.6 µM. AID 743247;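 active = mean inhibition across replicates of 30% or more, regardless of how many single replicates reach that level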;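 note: positive control wells lacked labelled fibronectin entirely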
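Test system: AH1F fibroblast monolayer depositing Alexa488-labelled fibronectin into matrix. Input: 10000 cells per well. Technique: fluorescence, ex 485 nm, em 525 nm. Buffer or medium: DMEM plus 2% serum, read in PBS. Timing: 1 h cell adhesion before compound, then overnight fibronectin incubation. Compound: single dose, pinned. Read-out basis: inhibition from reduced deposited-fibronectin fluorescence.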
PAX8 inh HTS: inhibitors of PAX8 transcriptional activity in RMG-I cells | RMG-I TPO-luciferase reporter, SteadyGlo, 24 h | 360,000 compounds, 1.2% hits | inhibition, % at 12.6 µM;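 active = mean replicate inhibition at least 60% with every replicate also reaching 60%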;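 note: luciferase light reporting Pax8 driven TPO promoter activity; plate controls were median of neutral control wells for no effect and mitoxantrone controls for full effect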
Cneo AK release: Cryptococcus neoformans lysis via adenylate kinase release; C. neoformans lysis, adenylate kinase release luminescence, 4 h; normalised: neutral wells 0, clomiphene wells 100; lysis activity, % at 15 µM; 360,000 compounds, 0.2% hits; AID 651654;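 active = mean lysis activity across replicates of at least 80%, whatever share of replicates individually reach that level; inactive = mean lysis activity below 80%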
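Assay system: log-phase C. neoformans yeast / Quantity: yeast cell density of 5 × 10^6 cells/mL / Medium: fresh YPD growth medium / Compound: single dose / Timing: static 4 h at 37 °C with compound, 1 h detection / Measured by: adenylate kinase release luminescence / Read-out: lysis from increased AK signal / Benchmarks: Clomiphene as positive lysis control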
miR122 inh: blocks miR-122 activity in Huh7 sensor cells; 340,000 compounds, 0.3% hits; AID 602342; Huh7 miR-122 Renilla luciferase sensor, 48 h; neutral wells = 0, positive control = 100; activation (reporter increase), % at 12.5 µM;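 active = mean replicate activation score at least 90 and every replicate individually at or above 90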;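 note: higher luciferase means less miR-122 activity so hits act as miR-122 inhibitors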
EWS-Fli inh: EWS/Fli transcriptional activity inhibition; 350,000 compounds, 0.67% hits; A673 NR0B1-luciferase reporter, viability-normalised; AID 651661; inhibition, % at 12.6 µM;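 active = mean inhibition of at least 50% after viability correction, with every replicate also passing that limit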;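 note: firefly luciferase signal divided by Alamar Blue viability fluorescence both relative to DMSO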
PGC1a acetyl inh: modulators of PGC1a acetylation; inhibition, % at 15.6 µM; 350,000 compounds, 0.17% hits; U2OS PGC1a acetylation, AlphaScreen anti-acetyl-lysine; with virally co-expressed GCN5 acetyltransferase;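 active = every replicate shows inhibition of at least 40%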;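 note: 0% = neutral control wells and 100% = positive control wells; some results beyond the cut were filed as inactive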
Numbers without * were called inactive; / = no result given; [ ] = remark or other dose.

SMILES | CASP6 VEID inh | LGR2 inh | FN deposition inh | PAX8 inh HTS | Cneo AK release | miR122 inh | EWS-Fli inh | PGC1a acetyl inh
CCOCCc1nnc(NC(=O)COC)s1 | -2.3 | -3.4 | / | / | 9.7 | / | 5.8 | 5.1
O=C(CN1CCN(c2ccc(O)cc2)CC1)N1CCc2ccccc21 | -0.1 | 0.8 | 5.9 | 11.6 | 1.9 | -5.3 | -1.9 | /
CCS(=O)(=O)N1CCC(C(=O)NCCCN2CCCCCC2)CC1 | -194.5 | 6.9 | / | / | 0.3 | -3.3 | 4.0 | 15.0
ON=C1c2ccccc2-c2ccc(O)cc21 | 2.2 | -55.6 | -1.0 | -55.9 | / | / | -1.8 | /
Cc1cc(O)ccc1Nc1nc(-c2cccs2)cs1 | -1.4 | -97.8 | 12.3 | -88.0 | / | / | 9.5 | 4.6
CS(=O)(=O)Nc1ccc2c(c1)[C@H]1C[C@@H](CC(=O)NCC(F)(F)F)O[C@H](CO)[C@H]1O2 | 3.0 | 4.7 | 0.1 | 4.0 | 3.9 | 0.5[16.7 µM] | 7.1 | -5.9
CC(C)NC(=O)C1C(c2ccccc2)=Nc2ccccc2N1C(=O)c1cc(Cl)cc(Cl)c1 (configuration not stated) | -0.2 | -5.7 | -14.6 | -8.9 | / | / | -3.0 | /
O=C(c1ccc2ncsc2c1)N1CCCCC1 | -4.2 | -3.3 | 0.3 | -0.9 | 0.6 | -7.6 | 3.3 | -2.0
COc1ccccc1CNC(=O)CSc1nc2ccccc2c(=O)n1CCCN1CCOCC1 | 1.7 | -12.9 | -17.0 | 2.4 | / | / | 4.5 | /
O=C(Nc1ccc(F)cc1)N1CCCCN2[C@@H](CO)[C@H](c3ccc(-c4ccccc4F)cc3)[C@@H]2C1 | 2.2 | / | / | 10.3 | 44.5 | 10.1[16.7 µM] | -1.1 | -27.8
CCc1nc2c(OCc3cccc(Cl)c3)cccn2c1N(C)C(=O)c1ccncc1 | 7.0 | -5.5 | 0.4 | 1.2 | -1.1 | -6.5 | 8.6 | /
Cc1cccc(N2CCN(C(=O)c3cc4c(=O)[nH]c5ccccc5c4n3C)CC2)c1C | / | / | 5.6 | 15.7 | -0.4 | 6.1 | / | -0.5
COc1cccc(/C(O)=C2\C(=O)C(=O)N(c3ccccn3)C2c2cccc(OC)c2OC)c1 (configuration not stated) | / | / | -10.7 | 18.4 | 1.9 | 1.2 | / | 8.1
Cc1nc2ccc(Br)cn2c1C(=O)N/N=C\c1ccc(C(C)C)cc1 | 0.4 | -3.6 | 2.2 | 15.5 | -0.7 | -7.3 | 15.0 | -12.4
C[C@@H]1CN([C@@H](C)CO)C(=O)c2cc(NC(=O)Nc3ccc(C(F)(F)F)cc3)ccc2O[C@@H]1CN(C)S(=O)(=O)c1cn(C)cn1 | 0.4 | 13.6 | / | / | -3.7 | -1.1[16.7 µM] | 1.3 | -3.0
COCC(=O)Nc1ccc2c(c1)OC[C@@H](C)N(Cc1ccccc1)C[C@@H](C)[C@H](OC)CN(C)C2=O | 1.7 | -8.4 | 1.5 | -27.3 | / | / | / | -9.3
COc1ccc(S(=O)(=O)N2CCC3(CC2)CC(=O)c2ccccc2O3)cc1 | -2.5 | 3.0 | -5.0 | -7.3 | -0.3 | -0.7 | -5.7 | 4.5
COc1ccccc1C(=O)NCC(=O)N1CCN(S(=O)(=O)c2ccc3c(c2)OCCO3)CC1 | 0.1 | -4.0 | -2.9 | -0.4 | -4.0 | -8.5 | 11.0 | /
O=C(NC(CSSCC(NC(=O)c1ccccc1)C(=O)O)C(=O)O)c1ccccc1 (configuration not stated) | -2.3 | -12.3 | / | / | -1.7 | 1.2 | -3.3 | 8.1
COc1cc(OC)c(S(=O)(=O)Nc2ccccc2N2CCCCC2)cc1NC(C)=O | 2.4 | -4.5 | -5.9 | 7.6 | / | 7.3 | 4.4 | -2.7
Cc1ccc(S(=O)(=O)N(C)C[C@H]2Oc3ccc(NC(=O)Nc4ccccc4)cc3CC(=O)N([C@H](C)CO)C[C@@H]2C)cc1 | 0.4 | 3.4 | / | 20.9 | -1.7 | -7.0[16.7 µM] | -2.2 | 2.7
Cc1ccc(S(=O)(=O)NCC[C@H]2CC[C@H](NC(=O)C3CCOCC3)[C@@H](CO)O2)cc1 | 1.4 | 15.1 | 7.7 | -6.9 | -0.4 | / | -5.4 | 3.6
CC(C)c1cn(CC[C@H]2CC[C@@H](NS(=O)(=O)c3ccccc3)[C@H](CO)O2)nn1 | 0.0 | 0.8 | / | -10.0 | -1.5 | / | -13.7 | -1.0
C[C@@H]1CCCCO[C@H](CN(C)S(=O)(=O)c2ccc(F)cc2)[C@H](C)CN([C@@H](C)CO)C(=O)c2cc(NS(=O)(=O)c3ccc(F)cc3)ccc2O1 | / | 5.7 | -10.2 | 30.1 | 0.8 | 3.7[16.7 µM] | 3.8 | -2.0
C[C@H]1CCCCO[C@@H](CN(C)C(=O)Nc2ccc(F)cc2)[C@@H](C)CN([C@@H](C)CO)C(=O)c2cc(NS(=O)(=O)c3cn(C)cn3)ccc2O1 | 3.2 | -2.2 | 0.6 | -1.3 | -0.3 | -7.2[16.7 µM] | -1.4 | 0.4
O=C(Cc1coc2ccc3ccccc3c12)NC1CCCc2ccccc21 (configuration not stated) | -1.1 | 13.6 | 1.5 | 30.7 | -1.3 | / | 10.4 | /
Cc1ccc(S(=O)(=O)N/N=C2/CC(c3ccccc3)Oc3ccccc32)cc1 (configuration not stated) | / | / | 4.7 | / | 0.5 | 5.9 | / | 1.0
COc1cc(NC(=O)c2cccnc2SC)cc(OC)c1 | -4.1 | -8.6 | 8.2 | -2.8 | -11.1 | 4.9 | -4.5 | -10.3
O=S(=O)(N[C@H]1CC[C@H](CCn2cc(-c3ccccn3)nn2)O[C@H]1CO)c1cccc(Cl)c1 | 0.6 | 1.4 | 10.2 | 7.4 | -0.3 | -8.5[16.7 µM] | 0.1 | -7.1
CC=Cc1ccc2n(c1=O)C[C@H]1[C@H](CO)[C@@H](C(=O)N[C@H](C)c3ccccc3)[C@@H]2N1Cc1ccccc1 (mixture of isomers) | -1.5 | -4.7 | / | -8.7 | / | / | -11.2 | 9.1

Full records, quoted from the list. Values in the order: CASP6 VEID inh, LGR2 inh, FN deposition inh, PAX8 inh HTS, Cneo AK release, miR122 inh, EWS-Fli inh, PGC1a acetyl inh
Record of COc1ccccc1C(=O)NCC(=O)N1CCN(S(=O)(=O)c2ccc3c(c2)OCCO3)CC1 : 0.1, -4.0, -2.9, -0.4, -4.0, -8.5, 11.0, /
Record of O=C(NC(CSSCC(NC(=O)c1ccccc1)C(=O)O)C(=O)O)c1ccccc1 (configuration not stated) : -2.3, -12.3, /, /, -1.7, 1.2, -3.3, 8.1

Following part:
SMILES | CASP6 VEID inh | LGR2 inh | FN deposition inh | PAX8 inh HTS | Cneo AK release | miR122 inh | EWS-Fli inh | PGC1a acetyl inh
COC(=O)c1ccc(NC(=O)CN2CCCC2)cc1 | / | / | 0.6 | -20.4 | 0.3 | 1.5 | / | /
COc1ccc(S(=O)(=O)Nc2cccc3c2O[C@H](CN(C)S(=O)(=O)c2ccc(F)cc2)[C@H](C)CN([C@H](C)CO)C3=O)cc1 | 2.5 | -8.4 | 5.2 | -5.8 | -2.9 | -6.3 | -2.1 | -0.9
CCNC(=O)C[C@@H]1CC[C@@H]2[C@H](COc3ccc(NC(=O)Cc4ccccc4)cc3C(=O)N2C)O1 | -1.1 | 3.5 | -2.8 | 7.6 | 14.9 | -2.0[16.7 µM] | -1.3 | 5.2
CC(C)CCOc1ccc(C(=O)Nc2cc(S(=O)(=O)N3CCOCC3)ccc2N2CCOCC2)cc1 | -0.7 | -2.2 | -6.1 | 31.1 | 0.1 | -2.2 | 31.6 | /
COc1cccc(CN2CCN(Cc3ccc(C)o3)CC2CCO)c1 (configuration not stated) | 0.7 | 13.9 | 3.4 | 13.8 | 5.5 | 0.3 | 5.6 | 3.7
CCOC(=O)C1=C(C)NC2=C(C(=O)C(C(=O)OC)C(C)C2)C1c1ccc(OC)c(O)c1 (configuration not stated) | / | / | -4.5 | -9.3 | -0.4 | -6.4 | / | -16.8
CC(C)N1CCc2c(sc(NC(=O)c3ccc(S(=O)(=O)N(C)CC4CCCO4)cc3)c2C(N)=O)C1 (configuration not stated) | -5.5 | 2.1 | -3.9 | 7.1 | 6.6 | / | -4.2 | /
CCOc1cc(C)c(Cl)cc1S(=O)(=O)NCCOC | -1.9 | 0.5 | -0.1 | 5.7 | / | / | 7.5 | /
O=C(CSc1nnc(NC(=O)c2c(F)cccc2F)s1)NC1CC1 | -0.3 | 16.7 | 5.3 | -8.7 | -0.9 | -14.8 | -1.4 | -7.0
Cc1c(NC(=O)C(=O)/C=C(\O)c2ccc(Cl)cc2)c(=O)n(-c2ccccc2)n1C | / | 2.7 | -10.0 | -7.4 | / | 14.5 | / | /
Cc1cc(Br)ccc1SCC(=O)NNC(=O)c1ccco1 | 0.6 | -5.0 | 5.3 | 12.1 | -0.1 | 9.7 | 5.0 | -4.7
COc1ccccc1CCNC(=O)CSCC(=O)Nc1ccccc1F | 0.7 | 0.0 | 2.5 | -32.7 | -13.2 | -2.8 | 0.0 | 0.8
COC(=O)c1ccccc1NC(=O)CSc1nc(C)cc(C)n1 | 0.5 | 12.7 | 1.3 | 3.7 | 0.2 | 5.4 | -4.2 | -0.6
O=[N+]([O-])c1cccc(/C=N/n2c(C3CCCCC3)n[nH]c2=S)c1 | 4.7 | -20.8 | 8.6 | -13.1 | / | / | -2.1 | /
O=C(CN1C(=O)NC2(CCc3ccccc32)C1=O)c1ccccc1 (configuration not stated) | 1.8 | 1.5 | -4.6 | -7.7 | -0.3 | -0.5 | -4.7 | -4.7
N/C(Cc1ccccc1)=N\OC(=O)c1cccc2ccccc12 | -0.7 | -2.4 | 1.5 | 1.0 | 1.6 | 7.6 | 2.1 | -6.9

An excerpt of these results, in CSV form:
SMILES,CASP6 VEID inh,LGR2 inh,FN deposition inh,PAX8 inh HTS,Cneo AK release,miR122 inh,EWS-Fli inh,PGC1a acetyl inh
COc1ccccc1CCNC(=O)CSCC(=O)Nc1ccccc1F,0.7,0.0,2.5,-32.7,-13.2,-2.8,0.0,0.8
COC(=O)c1ccccc1NC(=O)CSc1nc(C)cc(C)n1,0.5,12.7,1.3,3.7,0.2,5.4,-4.2,-0.6
O=[N+]([O-])c1cccc(/C=N/n2c(C3CCCCC3)n[nH]c2=S)c1,4.7,-20.8,8.6,-13.1,/,/,-2.1,/
O=C(CN1C(=O)NC2(CCc3ccccc32)C1=O)c1ccccc1 (configuration not stated),1.8,1.5,-4.6,-7.7,-0.3,-0.5,-4.7,-4.7
N/C(Cc1ccccc1)=N\OC(=O)c1cccc2ccccc12,-0.7,-2.4,1.5,1.0,1.6,7.6,2.1,-6.9
